TNAP act DEA – activates human TNAP at intermediate phosphate acceptor concentration | P05186 | AID 813 | 64,000 tested, under 10 active | activation factor at 20 µM | purified TNAP, CDP-star luminescence, 100 mM DEA, 30 min; active compounds read high; scale: 0 levamisole-inhibited, 1 vehicle-only enzyme;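 active = activation factor of at least 2 at 20 µM, relative to controls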
Cdc25B block – human M-phase inducer phosphatase 2 inhibition | P30305 | recombinant Cdc25B, OMFP fluorescence Ex485/Em525 | inhibition, %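 (compounds tested at 10 µM final in the well)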 | 65,000 tested, 0.1% active; in the data active = inhibition above about 50%
FXIIa inh mix – inhibitors of human coagulation factor XIIa, pooled mixtures. purified FXIIa, fluorogenic substrate. inhibition, % at 5 µM. 62,000 tested, 0.2% active. AID 684; in the data active = inhibition above about 20%, passing the limit was not always enough;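 note: 0% = enzyme without compound and 100% = no enzyme blank; some results filed as inactive read as strong as hits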
SF-1 act – SF-1 (human) activation; Q13285; CHO-K1 Gal4-SF-1 LBD luciferase reporter; % increase over DMSO SF-1-specific signal; activation, % at 10 µM; 65,000 tested, 1.9% active;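 active = activation above the mean activation of all tested compounds plus 3 SD, cut at about 50% in these data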
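Test system: CHO-K1 cells co-transfected with Gal4 DBD–human SF-1 LBD, 5xGal4 luciferase reporter. Quantity: 4,000 cells per well. Compound: 10 µM only. Incubation: compound added 1 h post-seeding, 20 h exposure at 37 °C, 5% CO2. Detection: SteadyLite luciferase luminescence. Replication: one test per compound.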
Hsp90 inh – displaces geldanamycin probe from tumor Hsp90. P07900. inhibition, % at 30 µM. 64,000 tested, 0.35% active. NCI-N417 lysate Hsp90, Cy3B-geldanamycin FP displacement;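 active = inhibition above 50%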;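 note: 0% = tracer plus lysate wells and 100% = tracer alone without lysate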
RORa activator – activators of human nuclear receptor RORA; P35398; CHO-K1 Gal4-RORA LBD luciferase reporter, luminescence; percent increase over mock-subtracted basal signal; activation, % at 10 µM; 65,000 tested, 1.5% active; AID 560;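 active = activation above the mean of all tested compounds plus 3 SD, cut at about 49% in these data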;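 note: 0% = DMSO-treated RORA cells and 100% = added signal equal to DMSO minus mock-transfected cells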
MKP-1 inh – inhibitors of human MKP-1 phosphatase; recombinant MKP-1, OMFP hydrolysis fluorescence; inhibition, %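 (compounds tested at a single concentration somewhere between 10 and 100 µM)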; 65,000 tested, 0.15% active;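 active = inhibition above about 50%, limit read from the data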;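 note: 0% = DMSO max control wells and 100% = wells with enzyme stopped by NaOH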
D1 allo mod – D1 dopamine receptor (human) allosteric modulation. P21728. HEK293 D1, CRE-luciferase, dopamine EC30 potentiation; actives deviate in either direction. B-score at 10 µM. 58,000 tested, 5.9% active;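 active = luminescence count or its row- and column-corrected plate score outside the 99.7% band of the plate's sample wells, on either side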
HER2 expr 66K – lowers expression of human Her2 kinase. P04626. SKBR-3 HER2 protein level, AlphaScreen, 18-24 h; active compounds read low. HER2 level % of control, % at 10 µM. 65,000 tested, 0.69% active;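 active = HER2 level under 5% of the carrier-only control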;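 note: 100% = DMSO carrier and 0% = 500 nM PU-H71 HSP90 inhibitor; lower value means stronger loss of Her2 protein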
Target sequence (P04626 whole entry, looked up): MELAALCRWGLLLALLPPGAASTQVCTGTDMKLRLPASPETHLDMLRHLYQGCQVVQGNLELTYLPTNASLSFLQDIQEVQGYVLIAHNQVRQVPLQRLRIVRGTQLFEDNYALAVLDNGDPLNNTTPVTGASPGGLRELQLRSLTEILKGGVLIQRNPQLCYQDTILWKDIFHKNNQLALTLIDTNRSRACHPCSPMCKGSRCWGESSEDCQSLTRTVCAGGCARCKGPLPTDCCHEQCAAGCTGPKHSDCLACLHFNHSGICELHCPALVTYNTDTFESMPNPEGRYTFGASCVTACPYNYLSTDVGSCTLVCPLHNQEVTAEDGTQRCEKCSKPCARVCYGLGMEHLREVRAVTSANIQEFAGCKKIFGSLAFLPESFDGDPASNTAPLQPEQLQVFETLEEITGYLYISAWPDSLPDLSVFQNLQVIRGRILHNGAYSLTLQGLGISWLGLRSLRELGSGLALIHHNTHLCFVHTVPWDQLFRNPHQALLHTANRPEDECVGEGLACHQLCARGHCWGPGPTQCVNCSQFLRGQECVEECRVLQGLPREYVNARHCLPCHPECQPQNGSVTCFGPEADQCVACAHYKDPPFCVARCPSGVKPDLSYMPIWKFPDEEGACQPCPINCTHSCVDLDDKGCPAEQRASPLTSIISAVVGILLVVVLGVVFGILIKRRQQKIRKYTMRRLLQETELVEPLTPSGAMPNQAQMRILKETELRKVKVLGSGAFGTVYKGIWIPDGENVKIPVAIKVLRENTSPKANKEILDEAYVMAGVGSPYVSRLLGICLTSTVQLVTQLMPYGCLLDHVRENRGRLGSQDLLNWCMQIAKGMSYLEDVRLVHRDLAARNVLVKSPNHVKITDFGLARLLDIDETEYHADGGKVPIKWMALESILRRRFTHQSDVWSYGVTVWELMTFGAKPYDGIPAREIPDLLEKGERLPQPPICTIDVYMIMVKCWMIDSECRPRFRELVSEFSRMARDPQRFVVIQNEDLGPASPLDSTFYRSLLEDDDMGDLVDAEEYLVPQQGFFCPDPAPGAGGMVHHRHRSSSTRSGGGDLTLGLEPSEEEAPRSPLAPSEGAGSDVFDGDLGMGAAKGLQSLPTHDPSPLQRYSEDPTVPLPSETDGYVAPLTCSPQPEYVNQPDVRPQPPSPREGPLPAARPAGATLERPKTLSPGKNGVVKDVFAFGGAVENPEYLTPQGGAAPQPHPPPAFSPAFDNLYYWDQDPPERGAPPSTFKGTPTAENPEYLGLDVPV
Starred values were filed as active, the others as inactive; x = not tested or not shown. Random draw from the library; about 8.9% have a hit in one of these screens.

smiles	TNAP act DEA	D1 allo mod	HER2 expr 66K	SF-1 act	RORa activator	Cdc25B block	FXIIa inh mix	Hsp90 inh	MKP-1 inh
CC1(C)OC(=O)C(=C2CCCN2)C(=O)O1	0.9	0.23	60	x	x	-9	11	x	6
COc1nc2c(C)cccc2cc1-c1noc(-c2ccncc2)n1	0.9	-0.4	196	0	-1	4	2	-5	-1
COc1cc(CN2CCN(c3cccc(Cl)c3)CC2)cc(OC)c1OC	1	-2.4	69	44	22	-5	4	0	6
Cc1cccc(OCC(O)Cn2c(NCCCOC(C)C)nc3c2c(=O)[nH]c(=O)n3C)c1 (configuration not stated)	0.9	0.66	95	-13	19	-11	9	-1	-4
Cc1nc(SCc2cccc(F)c2)[nH]c(=O)c1C#N	1	-0.59	88	4	-24	-4	4	-5	24
O=c1c2ccccc2nnn1CSc1ccc2c(c1)OCCO2	x	-0.41	133	77*	38	-38	9	0	17
CCCc1nc(SCC(=O)Nc2ccccc2OC)c2c(=O)n(C)c(=O)n(C)c2n1	0.9	1.2	31	-6	-1	-1	3	-1	34
COC(=O)C1C2C=CC3(CN(c4ccc(Cl)c(F)c4)C(=O)C13)O2 (configuration not stated)	1	x	93	-3	13	-4	4	-2	4
O=C(CSc1nnc(-c2ccco2)n1Cc1ccccc1)NC(=O)NCc1ccco1	0.9	-0.39	72	-12	3	-17	-17	-1	19
O=C(CSc1nnnn1-c1ccc2c(c1)OCCO2)OC1CCCCC1	1	x	81	2	18	-4	1	-2	10
Cc1cc(OCC(=O)N2CCCC2)ccc1Cl	1	-0.28	100	51*	18	-13	11	-1	-4
O=C(O)c1cn(-c2ccccc2)nc1-c1ccncc1	0.9	x	107	0	3	-5	6	1	6
OCCN(Cc1ccccc1)Cc1ccccc1F	0.9	0.4	98	-3	-24	-7	8	-2	14
Cc1nc2ccc(F)cc2cc1C(=O)NC(C)C	0.9	-0.03	102	4	20	-3	13	-4	6
CC(C)n1c(N2CCN(C(=O)NCc3ccccc3)CC2)nc2ccccc21	1	-1.3	96	7	-7	-3	1	-1	7
COc1ccc(OC(C)C(=O)Nc2cccc(OC)c2)cc1 (configuration not stated)	1	-0.066	59	13	-6	-5	14	x	5
Cc1ccc2nsnc2c1S(=O)(=O)NCc1ccc2c(c1)OCO2	1	-0.027	121	10	-10	-10	7	-9	-1
CCOC(=O)N1CCN(C(=O)c2ccccc2-c2ccccc2)CC1	0.9	-0.48	38	60*	17	-15	6	-5	4
CCOC(=O)CSc1nnc(-c2ccccc2OC)o1	0.9	-1.4	98	0	-18	-5	-11	-1	-9
CC(=NC1CCCC1)c1c(C)[nH]n(-c2nc3ccccc3s2)c1=O	0.9	x	98	71*	8	16	x	-8	17
Cc1nc2[nH]onc2c2nccc(=O)c12	0.9	-0.0055	62	0	-5	-7	14	-4	-7
Cc1nn(Cc2ccc(F)cc2)c(C)c1NC(=O)c1cnn2cccnc12	0.8	-0.69	83	-2	1	-11	4	-1	-8
CCOC(=O)C(C)Oc1cccc2c(=O)n(CC(=O)Nc3ccc4c(c3)OCCO4)ccc12 (configuration not stated)	1	0.42	69	-82	4	-12	-3	-11	13
O=C(CSCc1ccccc1Cl)N1CCN(c2ccccn2)CC1	0.9	0.037	82	16	26	3	4	0	16
CCOc1nc(-c2ccc(OC)cc2)ccc1-c1noc(-c2ccncc2)n1	1	-0.087	174	-19	4	6	-10	-3	-17
Cc1cc2nc(C3CCN(CC4COc5ccccc5O4)CC3)[nH]c2cc1C (configuration not stated)	1.1	0.27	58	-2	-18	9	-18	-4	-7
Cc1cc(Oc2ccc(-c3ccccc3)cc2)nc(N2CCOCC2)n1	0.9	0.6	59	3	9	-3	4	1	-20
Cc1cc(C)nc(SCC(=O)Nc2ccc(Br)cn2)n1	1	x	79	-11	-7	7	4	-8	5
O=C(Cn1c(=O)oc2cc(S(=O)(=O)N3CCCC3)ccc21)NC1CCCc2ccccc21 (configuration not stated)	1	-0.083	93	-11	-13	-3	-14	-4	6
NC1=NC(c2ccc(F)cc2)n2c(nc3ccccc32)N1 (configuration not stated)	1.1	-0.44	86	5	-7	-1	1	-5	-5

Additional records:
smiles	TNAP act DEA	D1 allo mod	HER2 expr 66K	SF-1 act	RORa activator	Cdc25B block	FXIIa inh mix	Hsp90 inh	MKP-1 inh
COc1ccc(C2CC(=O)C3=C(C2)Nc2ncnn2C3c2ccccc2C)c(OC)c1 (configuration not stated)	0.8	-0.7	66	11	-24	4	7	1	18
CC(=O)N=C1SC2CS(=O)(=O)CC2N1c1ccccc1Cl (configuration not stated)	0.9	-0.17	94	-1	-3	3	14	-2	29
O=C(NCCN1CCc2ccccc2C1)Nc1ccc(F)cc1	0.9	-1.1	95	2	21	5	9	-2	-5
O=C(C1CC(c2ccccc2O)=NO1)N1CCCC1 (configuration not stated)	0.9	0.22	81	14	2	0	2	-3	8
CCS(=O)(=O)N1CCC(C(=O)NCc2ccc(F)cc2Cl)CC1	0.9	0.44	117	15	-17	-22	2	0	-2
CCCc1nnc(NC(=O)c2c(O)c3c([nH]c2=O)CCCC3)s1	0.9	x	122	21	30	-9	7	-1	-7
Cc1ccc(N2CCN(C(=O)N3CCCC3)CC2)cc1Cl	0.9	-0.73	107	-22	-8	-8	14	-3	33
Oc1ccccc1-c1cc(C(F)(F)C(F)F)nc(-c2ccccc2)n1	0.9	3	120	-4	17	-3	-20	0	-12
C/C=C/C=[N+](\[O-])C(C)/C(=N/O)c1ccc(F)cc1 (configuration not stated)	1	-5.7*	111	8	-4	13	7	2	-3
Cc1ccc(C2CC(c3cccs3)n3nc(N)nc3N2)cc1 (configuration not stated)	0.9	x	101	-7	-8	16	x	-2	-17
Cc1cccc2cc(CN(CC3CCCO3)C(=O)c3cccnc3)c3nnnn3c12 (configuration not stated)	1	5.5*	107	12	-17	2	2	-3	-19
Cc1c(NC(=O)Nc2ccc3c(c2)OCO3)c(=O)n(-c2ccccc2)n1C	1	-0.48	77	15	1	1	-17	-3	3
CCN(CC(=O)Nc1ccc2c(c1)OCCO2)c1ccc(S(=O)(=O)N2CCOCC2)cn1	0.9	-0.49	87	7	-11	-4	11	4	9
Cc1ccc(CNc2ccc(O)cc2)cc1	1	-1.3	120	8	-8	0	-21	56*	0
CCOC(=O)Cn1c(=O)oc2cc(S(=O)(=O)NCCCc3ccccc3)ccc21	0.9	x	106	x	x	5	-22	x	6
Cc1ccnc(NS(=O)(=O)c2cccs2)c1	0.9	-0.16	82	-11	-14	-4	3	0	-7
CCOC(=O)c1cc(C(=O)c2cc(F)ccc2O)coc1=N	0.9	0.15	81	-3	-4	23	9	2	1
COc1ccc(C(CC(=O)O)NC(=O)c2cccs2)cc1 (configuration not stated)	1	-0.016	103	-14	-6	5	4	3	6
Cc1nn(Cc2ccc(Cl)c(Cl)c2)c(C)c1NC(=O)c1cc(C2CC2)on1	1	-0.01	73	-4	22	-9	-21	-4	13
COCCCN(C(=O)Cn1ncc2c(=O)oc3ccc(C)cc3c21)C(C)c1ccncc1 (configuration not stated)	1	x	100	3	6	-13	3	-3	8
CCOc1ccccc1NC(=O)c1cccc(NC(=O)c2ccco2)c1	0.9	0.73	94	-1	35	-4	-1	-4	-1
CC(C)(Oc1ccc(Cl)cc1)C(=O)NCc1ccncc1	0.9	1.5	86	-14	-15	12	4	-2	6
O=C1CC(c2ccc(S(=O)(=O)N3CCCCC3)cc2)CN1 (configuration not stated)	x	0.44	102	-4	-11	-11	x	-5	12
CC1(C)CC(=O)C(C=NCCO)=C(O)C1	0.9	-0.31	96	-2	6	-8	-5	-7	-12
CCOC(=O)NCc1ccc2[nH]c(C)cc2c1	1	-0.77	113	-26	12	-7	4	-3	9
CCOC(=O)C1CCN(C(=O)c2ccc(NC(=O)C3CCCO3)cc2)CC1 (configuration not stated)	1	0.07	175	12	-9	-11	1	x	7
COc1ccc(CN(C2CCCC2)S(=O)(=O)c2ccc(-n3cnnn3)c(OC)c2)cc1OC	0.9	6.1*	115	-10	15	-5	11	-1	32
O=C(CCS(=O)(=O)c1cccc2nonc12)NC1CCCCCC1	1	0.62	91	8	15	-4	-21	x	20
CCCCN(C(=O)c1cc(OC)c(OC)c(OC)c1)C1=CC2CCC(C1)N2C (configuration not stated)	0.9	-0.43	89	4	-3	-2	8	1	-14
Cc1ccccc1OCC(=O)Nc1ccc(N2CCN(C(=O)C(C)C)CC2)c(Cl)c1	0.9	-0.4	58	-15	-52	-5	6	1	30

D1 allo mod: hit marks shown above
molecule	TNAP act DEA	D1 allo mod	HER2 expr 66K	Cdc25B block	FXIIa inh mix	MKP-1 inh
C/C=C/C=[N+](\[O-])C(C)/C(=N/O)c1ccc(F)cc1 (configuration not stated)	1	-5.7*	111	13	7	-3
Cc1cccc2cc(CN(CC3CCCO3)C(=O)c3cccnc3)c3nnnn3c12 (configuration not stated)	1	5.5*	107	2	2	-19
COc1ccc(CN(C2CCCC2)S(=O)(=O)c2ccc(-n3cnnn3)c(OC)c2)cc1OC	0.9	6.1*	115	-5	11	32

(listing goes on)
smiles	TNAP act DEA	D1 allo mod	HER2 expr 66K	SF-1 act	RORa activator	Cdc25B block	FXIIa inh mix	Hsp90 inh	MKP-1 inh
CCCCn1c(SCC(=O)N2CCCc3ccccc32)nc2c1c(=O)n(C)c(=O)n2C	0.9	0.39	87	-3	-6	-6	-4	0	24
Cn1c(C(=O)OCC(=O)NCc2ccco2)cc2sccc21	0.9	-0.025	89	-7	-12	2	14	1	13
COc1ccccc1CNC(=O)COC(=O)c1cnccn1	0.9	-0.048	79	-1	-21	1	8	-2	8
CC(C)(C)c1[nH]nc2c1C(c1ccc(OC(=O)c3ccco3)cc1)C(C#N)=C(N)O2 (configuration not stated)	0.9	0.048	84	5	13	-9	9	-3	34
COc1ccc(OC)c(C(c2nnnn2CCc2ccccc2)N2CCN(c3ccccc3)CC2)c1 (configuration not stated)	0.9	-0.83	84	-9	-9	0	-18	-4	-15
O=C(Nc1c(C(=O)O)[nH]c2ccccc12)NC1CCCCC1	0.9	-0.51	103	9	-7	1	-3	-7	27
Nc1cc(CN2C(=O)c3ccccc3C2=O)cc(Cl)c1O	0.8	x	109	-4	-7	-9	0	25	-10
CCC(=O)Nc1cc(C(C)C)c(O)cc1C	0.9	0.92	110	-14	2	-14	9	-3	2
O=C(Cn1[nH]c(=O)c2ccccc2c1=O)OCC(=O)N1CCCc2ccccc21	0.9	0.9	101	0	10	-10	3	-2	2
CSC1=NCCN1C(=O)c1ccc(Br)o1	1	5.7*	98	-9	26	-14	2	-2	10
Cc1c(C)n(C(=O)CSc2nccn2C)c2ccccc12	0.8	0.47	150	3	10	9	4	-1	-31
Clc1cccc2sc(N3CCCC3)nc12	0.9	-6.5*	68	50*	22	-2	-3	-2	-3
CN1CCN(C2=NC3(CCCC3)C(C#N)C(=O)N2)CC1 (configuration not stated)	0.9	-0.51	93	-7	-14	-1	2	-1	-1
CCOC(=O)C1=C(C)NC(C)=C(C(=O)OCC)C1C(=O)OCC(=O)N1CCc2ccccc2C1	1	1.3	92	4	-6	-4	3	-2	9
O=C(CC1c2ccccc2Oc2ccccc21)NCc1ccco1	0.9	0.19	91	-9	-16	-11	1	-4	8
Cc1ccc(-n2c(SCC(=O)OC(C)C)nnc2-c2ccco2)cc1	0.9	0.011	113	-14	-8	-16	1	-4	-4
CCOC(=O)C1CCN(C(=O)COc2ccc(S(=O)(=O)NC(C)C)cc2)CC1	1	0.54	82	-7	-20	5	8	-5	-5

Source: PubChem (several laboratories)
